Assay outcomes from PubChem.
proKLK7 act: proKLK7 zymogen activators, primary screen, biochemical, fluorescence intensity | 370,000 tested, 0.9% active | Kallikrein-7 (Homo sapiens), P49862 | activation, % at 7 µM | purified proKLK7, EDANS-DABCYL substrate fluorescence; 100% is mature enzyme control, 0% vehicle;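 active means activation above the mean of all tested compounds plus 3 SD, computed per campaign excluding outliers beyond control limits, cut at about 13% in these data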
hcDAF12 agonist: H. contortus DAF-12 nuclear receptor activators, primary screen, cell-based, luminescence, HEK293, lit1-tk-luc reporter. HEK293 hcDAF-12 lit1-tk-luc reporter; 0% DMSO, 100% Δ7-dafachronic acid. activation, % at 6.8 µM. 370,000 tested, 1.4% active. AID 652067, 2013;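 active means activation above the mean of all tested compounds plus 3 SD, cut at about 5.5% in these data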;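 further: 100% = response to 3 µM Δ7-dafachronic acid high control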
SMARCA2 act: SMARCA2 (BRM) function activators, primary screen, cell-based, luminescence, high throughput. activation, % at 9.1 µM. 370,000 tested, 1% active. MG213 cells, MMTV-luciferase reporter, dexamethasone, overnight; in the data active means activation above about 7.8%;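 further: 0% = vehicle wells and 100% = reference activator wells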
HGIII-sPLA2 inh: human group III sPLA2 inhibitors, primary screen, biochemical, QFRET, BODIPY PC-A2 liposome substrate | 370,000 tested, 0.56% active | QFRET BODIPY PC-A2 liposome hydrolysis, fluorescence | inhibition, % at 12.2 µM | AID 743126, 2013 | Group 3 secretory phospholipase A2 (Homo sapiens), Q9NZ20;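 active means inhibition above mean plus 3 SD of compounds lying within the high and low control bounds, cut at about 19% in these data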;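 further: 0% = median of test compound wells and 100% = no enzyme DMSO wells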
hgDAF-12 ag: H. glycines DAF-12 receptor agonists, primary screen, cell-based, luminescence, HEK293, GAL4 fusion, UAS-luciferase | 370,000 tested, 1.8% active | HEK293 GAL4-hgDAF12 UAS-luciferase reporter, agonist luminescence; normalized to butyrate control | activation, % at 6.8 µM;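 active means activation above a cutoff set at the mean of all screened compounds plus 3 SD, cut at about 10% in these data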;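 further: 0% = DMSO wells and 100% = sodium butyrate wells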
NPR2 activator: human GC-B receptor activators, primary screen, HEK293 GC-B cells, cGMP TR-FRET, EC30 CNP | 0% at EC30 CNP, 100% saturating CNP | activation, % at 10 µM | 370,000 tested, 0.11% active;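 active means activation at 10 µM reaching about 35% in either raw or pattern-adjusted values, limit read from the data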
NPR1 activator: GC-A stimulated cGMP production enhancers – HEK293 GC-A cells, cGMP TR-FRET, EC30 ANP, primary screen. 0% at EC30 ANP, 100% saturating ANP. activation, % at 10 µM. 370,000 tested, 0.14% active. AID 1671463, 2021; in the data active means activation above about 40%
Target sequence (P16066 whole entry, looked up): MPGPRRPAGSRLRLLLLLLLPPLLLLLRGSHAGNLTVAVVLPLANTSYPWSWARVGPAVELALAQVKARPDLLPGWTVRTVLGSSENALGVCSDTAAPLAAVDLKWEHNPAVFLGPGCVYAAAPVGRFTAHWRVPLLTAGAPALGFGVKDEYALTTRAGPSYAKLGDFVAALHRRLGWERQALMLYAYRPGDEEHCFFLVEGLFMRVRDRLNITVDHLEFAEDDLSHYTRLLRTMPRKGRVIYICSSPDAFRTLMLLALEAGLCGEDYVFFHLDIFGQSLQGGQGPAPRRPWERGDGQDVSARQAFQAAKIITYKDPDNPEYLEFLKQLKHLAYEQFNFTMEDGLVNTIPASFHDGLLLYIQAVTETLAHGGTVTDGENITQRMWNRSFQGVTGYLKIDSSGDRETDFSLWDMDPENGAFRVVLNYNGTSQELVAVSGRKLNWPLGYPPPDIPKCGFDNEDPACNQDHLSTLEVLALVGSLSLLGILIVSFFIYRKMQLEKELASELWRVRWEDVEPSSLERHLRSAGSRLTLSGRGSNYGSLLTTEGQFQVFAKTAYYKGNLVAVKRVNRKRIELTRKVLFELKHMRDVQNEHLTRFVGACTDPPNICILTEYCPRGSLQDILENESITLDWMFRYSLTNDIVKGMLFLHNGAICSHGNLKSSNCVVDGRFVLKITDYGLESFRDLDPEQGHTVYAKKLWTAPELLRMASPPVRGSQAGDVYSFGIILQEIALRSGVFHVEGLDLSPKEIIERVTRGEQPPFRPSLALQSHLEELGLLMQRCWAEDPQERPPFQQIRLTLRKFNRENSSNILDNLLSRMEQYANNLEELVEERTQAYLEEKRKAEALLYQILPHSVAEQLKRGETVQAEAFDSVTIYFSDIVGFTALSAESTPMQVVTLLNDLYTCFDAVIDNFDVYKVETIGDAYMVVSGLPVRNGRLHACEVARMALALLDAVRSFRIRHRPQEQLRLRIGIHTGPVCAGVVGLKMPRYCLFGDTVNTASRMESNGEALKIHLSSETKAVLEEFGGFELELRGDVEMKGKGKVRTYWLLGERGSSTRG
ssDAF12 agonist: S. stercoralis DAF-12 nuclear receptor activators, primary screen, cell-based, luminescence, HEK293, GRIP1 co-expression, lit1-tk-luc. Nuclear hormone receptor DAF-12 (Strongyloides stercoralis). HEK293 ssDAF-12/GRIP1 lit1-tk-luc reporter; % of 3 µM dafachronic acid response. activation, % at 6.8 µM. 370,000 tested, 1% active. AID 652126, 2013;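 active means activation above the mean over all tested compounds plus 3 SD, cut at about 0.9% in these data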;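 further: 0% = DMSO-only wells and 100% = 3 µM delta7-dafachronic acid wells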
FXN GAA850 act: FXN promoter activators, primary screen, cell-based, luciferase luminescence, HEK293 lucGAA850. HEK293 lucGAA850 FXN promoter luciferase reporter, 24 h; percent of 10 µM SAHA response. 360,000 tested, 0.56% active. activation, % at 6 µM;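 active means activation above the average of all compounds screened plus 3 SD, cutoff fixed separately per campaign, cut at about 7.5% in these data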;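 further: 0% = DMSO wells and 100% = 10 µM SAHA wells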
DAX1 inh-1: DAX1 (NR0B1) inhibitors on StAR promoter, primary screen, cell-based, luminescence, SF-1 (NR5A1), full-length DAX-1; HEK293T StAR-luciferase reporter, SF-1/DAX-1 repression relief; inhibition, % at 6.8 µM; 370,000 tested, 1.1% active; AID 652010, 2013;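 active means inhibition above the mean over all tested compounds plus 3 SD, cut at about 3.6% in these data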;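 further: 0% = DAX-1 cells with DMSO and 100% = cells lacking DAX-1 with DMSO; higher inhibition means more luminescence from relief of DAX-1 repression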
DAX1 inh-2: DAX1 (NR0B1) inhibitors, primary screen, cell-based, HEK293, Gal4-DAX1, luciferase luminescence | AID 504766, 2011 | inhibition, % at 6.75 µM | 340,000 tested, 0.99% active | Nuclear receptor subfamily 0 group B member 1 (Homo sapiens), P51843 | HEK293 Gal4-DAX1 luciferase reporter;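 active means inhibition above the mean over all tested compounds plus 3 SD, cut at about 4.2% in these data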;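 further: 0% = DAX1-transfected cells with DMSO and 100% = empty-vector control cells with DMSO; inhibition shows as a rise in luminescence from relieved DAX1 repression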
The depositor's hits bear a star; nt = not tested or not shown.

1	O=C(NC1CCCC1)c1cccc(NC(=O)c2ccco2)c1
2	COc1ccc(C(N)=O)cc1NC(=O)c1cccc(F)c1
3	N#CCC(=O)N/N=C/c1ccc(OCC(=O)Nc2ccc(F)cc2)cc1
4	CSc1cccc(NS(=O)(=O)c2cccc3nsnc23)c1
5	COc1cccc(CNC(=O)CC2C(=O)NCCN2Cc2ccoc2)c1OC (stereo not given)
6	O=C(COC(=O)/C=C/c1ccc(Cl)cc1)NC1CCCC1
7	COC(=O)c1c(C)oc2ccc(NS(=O)(=O)c3cccs3)cc12
8	O=C(Cc1ccccc1)Nc1ccc(F)cc1
9	CC(OC(=O)c1cccs1)C(=O)Nc1nc(-c2ccccc2)cs1 (stereo not given)
10	O=C(Nc1cccc(-n2cnnn2)c1)c1cc(Cl)ccc1Cl
screen / no.	1	2	3	4	5	6	7	8	9	10
proKLK7 act	0.1	-0.4	0.6	0.2	0.3	0.2	-0.2	0.5	0.2	0.0
hcDAF12 agonist	-0.9	2.2	3.0	-1.5	-1.4	-1.1	-1.4	-0.9	0.9	-2.3
SMARCA2 act	0	2	-1	-3	-1	-3	-5	-2	1	-3
HGIII-sPLA2 inh	2	-7	-31	-5	3	10	-9	-4	-10	2
hgDAF-12 ag	3.0	0.8	-1.2	0.1	-4.0	-2.1	-2.7	0.8	6.8	-0.3
NPR2 activator	-1	5	-4	0	5	-9	-2	4	-2	0
NPR1 activator	5	-2	1	-2	-1	1	3	-2	6	-1
ssDAF12 agonist	-1.7	-0.5	-1.2	-1.1	-1.3	-1.2	-1.6	-0.3	-1.1	-1.3
FXN GAA850 act	0.1	2.4	1.7	-1.8	1.9	0.1	-1.6	4.1	4.8	-0.1
DAX1 inh-1	-0.4	-0.4	-0.1	-0.1	-0.7	0.2	-1.4	0.1	0.3	-0.6
DAX1 inh-2	0.1	-0.5	-0.5	-2.3	-0.2	-0.5	-0.4	nt	1.0	0.4

11	Cc1ccsc1C(=O)OCC(=O)Nc1cccc(S(=O)(=O)N2CCCCC2)c1
12	O=C(Nc1ccc(-c2n[nH]c(=S)o2)cc1)c1ccccc1Br
13	COC(=O)c1nccnc1C(=O)Nc1ccccc1N1CCOCC1
14	[O-][n+]1onc2c1CCC1N(O)C(c3ccccc3)CC21O (stereo not given)
15	O=C(Cc1cccs1)N/N=C/c1ccccn1
16	COc1ccc(-c2csc3ncnc(N4CCN(c5ccc(OC)cc5)CC4)c23)cc1
17	CC(C)c1[nH]nc2c1C(C(C)C)C(C#N)=C(N)O2 (stereo not given)
18	Cc1noc(C)c1S(=O)(=O)NCc1cccc(Cl)c1
19	CCN(C(=O)CSc1nnc(COc2cccc(C)c2)o1)c1nc(C)cs1
20	CCOCCn1c(CN2CCCC(C)C2)nc2c1c(=O)n(C)c(=O)n2C (stereo not given)
screen / no.	11	12	13	14	15	16	17	18	19	20
proKLK7 act	0.5	0.3	0.1	-0.7	-0.1	-0.2	0.4	0.1	1.0	0.4
hcDAF12 agonist	-1.3	0.7	-0.8	-0.3	-0.7	-0.9	6.9*	-0.9	-0.9	-1.9
SMARCA2 act	-3	-1	0	-3	1	-2	2	-3	-1	3
HGIII-sPLA2 inh	-13	10	9	0	-4	9	1	3	-10	-2
hgDAF-12 ag	-1.0	3.5	1.9	0.0	0.0	0.4	-1.7	-0.1	0.9	1.5
NPR2 activator	1	4	6	-1	1	-6	5	1	1	-5
NPR1 activator	1	0	2	3	2	-3	-4	0	3	4
ssDAF12 agonist	-0.6	-0.6	-0.4	-0.9	-0.7	-0.2	1.3*	-1.6	-0.4	-0.4
FXN GAA850 act	-0.2	2.0	1.7	2.7	2.5	3.0	-0.3	1.2	0.8	4.8
DAX1 inh-1	-0.2	0.4	0.7	-0.9	-0.1	2.8	0.4	0.6	-0.1	0.7
DAX1 inh-2	0.5	1.1	0.7	0.6	0.7	-0.5	-0.4	-1.2	1.3	0.9

21	O=C(Nc1cn(-c2ccccc2)nc1-c1ccc(F)cc1)c1ccccc1
22	CC(CCc1ccccc1)NC(=O)CCN1N=C(c2ccccc2)CCC1=O (stereo not given)
23	CC(C)(C)c1ccc(C(=O)NCCOc2ccccc2F)cc1
24	COc1cccc(-n2c(C)cc(/C=C3\C(=N)N4N=C(CC(=O)N5CCOCC5)SC4=NC3=O)c2C)c1
25	CC1(Oc2ccc(CC#N)cc2)CCN(Cc2ccc(-n3ccnc3)cc2)C1 (stereo not given)
26	COCCOC(=O)C(CC(=O)O)NCc1ccco1 (stereo not given)
27	O=C(O)c1cc(S(=O)(=O)N(Cc2ccccc2)c2cccc(C(F)(F)F)c2)ccc1Cl
28	CCOC(=O)[C@]12CCC=C1N(CCC1=CCCCC1)C(=O)[C@H](CC(=O)NCc1ccccc1)C2
29	COc1ccc(CCNC(=O)CSc2nnc3ccc(-c4ccccn4)nn23)cc1
30	COc1ccc(OC)c(CN2CCCC(C(=O)c3ccccc3SC)C2)c1 (stereo not given)
screen / no.	21	22	23	24	25	26	27	28	29	30
proKLK7 act	-0.1	0.2	0.0	1.5	0.4	-0.4	-0.4	-0.1	0.3	0.1
hcDAF12 agonist	-1.9	-2.2	-2.0	-2.3	-0.3	-1.0	-0.9	-1.6	-1.1	-1.1
SMARCA2 act	-2	-2	-4	0	0	3	-2	-6	0	-6
HGIII-sPLA2 inh	0	-3	0	8	-7	2	-14	1	2	-1
hgDAF-12 ag	3.5	0.3	-7.4	-0.8	-1.0	-2.4	-3.9	-0.1	-0.7	-2.1
NPR2 activator	0	-6	0	1	0	-5	2	5	-3	-15
NPR1 activator	-5	-4	0	2	2	0	2	1	-3	-16
ssDAF12 agonist	-0.5	-1.4	-1.9	-1.1	-1.0	-1.4	-1.8	-1.0	-0.5	-1.7
FXN GAA850 act	-1.1	1.6	-9.8	-1.4	1.6	1.1	0.8	nt	-0.2	-3.5
DAX1 inh-1	0.8	0.0	-0.8	0.7	-1.7	0.6	0.0	0.2	0.5	-0.2
DAX1 inh-2	2.2	0.4	-3.2	0.3	nt	1.5	0.8	nt	-1.5	-0.8

31	CCc1cc2c(=O)n(CCC(C)C)c(=S)[nH]c2s1
32	COc1cc(C(C)=O)ccc1OCC(=O)Nc1ccccc1N1CCCC1
33	CCOC(=O)Cc1cc(=O)n2[nH]c(-c3ccc(Cl)cc3)cc2n1
34	O=C1CSC(=S)N1Nc1ccccc1
35	Cc1ccc(N(CC(=O)NCC2CCCO2)C(=O)Cn2nnc(-c3cccs3)n2)cc1 (stereo not given)
36	C[C@H](CO)N1C[C@H](C)[C@@H](CN(C)C(=O)Nc2ccccc2)Oc2ccc(NC(=O)Nc3ccccc3)cc2C1=O
37	O=C(c1n[nH]c(=O)c2ccccc12)N1CCN(c2ccccc2Cl)CC1
38	CC1C(=O)N2CCCc3cc(S(=O)(=O)N4CCCCC4)cc1c32 (stereo not given)
39	Cc1ccc(-c2nnc(SCC(=O)NC3CC3)o2)cc1
40	O=C(NCC1CCCO1)C1CCN(CC2CCCCC2)CC1 (stereo not given)
41	COC(=O)c1ccccc1CC1SC(N)=NC1=O (stereo not given)
42	CC(C)CC(=O)NC(=S)Nc1ccc(Cl)cn1
screen / no.	31	32	33	34	35	36	37	38	39	40	41	42
proKLK7 act	0.3	-0.1	0.8	0.6	0.0	0.2	0.4	1.0	-0.6	-0.9	0.2	0.1
hcDAF12 agonist	1.5	-1.5	-0.3	4.1	5.6*	-2.1	-1.4	1.1	0.9	-2.1	-3.2	0.2
SMARCA2 act	0	-4	0	-1	2	5	4	-5	1	0	-1	4
HGIII-sPLA2 inh	8	5	-59	-4	5	-1	-4	-17	-2	1	8	7
hgDAF-12 ag	3.8	-1.4	2.8	2.2	12*	0.1	4.3	-0.3	2.8	-1.4	3.2	5.7
NPR2 activator	-6	2	-5	2	0	2	1	3	1	4	2	-4
NPR1 activator	-6	-4	2	2	5	0	3	-3	0	-2	4	-1
ssDAF12 agonist	-1.1	-1.0	-0.7	0.6	1.1*	-1.5	-0.6	-1.7	-0.9	-0.8	-1.6	-1.7
FXN GAA850 act	1.2	1.1	2.8	0.5	-0.4	0.7	-2.0	1.9	3.4	4.0	-0.3	6.5
DAX1 inh-1	1.4	-2.2	0.6	0.7	2.7	-0.5	0.1	-0.1	0.3	0.4	-0.2	1.1
DAX1 inh-2	1.3	1.1	0.8	-0.9	-1.2	0.6	-1.4	-1.5	2.9	1.5	0.7	0.0

Among those listed so far, these have a COOH group:
26	COCCOC(=O)C(CC(=O)O)NCc1ccco1 (stereo not given)
27	O=C(O)c1cc(S(=O)(=O)N(Cc2ccccc2)c2cccc(C(F)(F)F)c2)ccc1Cl
screen / no.	26	27
proKLK7 act	-0.4	-0.4
hcDAF12 agonist	-1.0	-0.9
SMARCA2 act	3	-2
HGIII-sPLA2 inh	2	-14
hgDAF-12 ag	-2.4	-3.9
NPR2 activator	-5	2
NPR1 activator	0	2
ssDAF12 agonist	-1.4	-1.8
FXN GAA850 act	1.1	0.8
DAX1 inh-1	0.6	0.0
DAX1 inh-2	1.5	0.8
